GoLoco inh red = blocks human Gai1 binding to RGS12 GoLoco peptide, red readout; P63096; Gai1:RGS12 GoLoco peptide FP, rhodamine, 10 min; Potency, µM (highest dose often 61.6 µM), for the others: top-dose activity, negative = inhibition, usual class: inhibitors; 230,000 tested, 0.44% active; AID 880; active = well fitted inhibition curve with a large enough effect, not every such curve was filed as active; inactive = no such curve, though single readings can be large or run the other way; note: % is set by controls: 0 for no effect and ±100 for the full control effect; nearly all actives have a fitted effect of over 30% in size; many of its hits are not listed in these tables
Target sequence (P63096 whole entry, looked up): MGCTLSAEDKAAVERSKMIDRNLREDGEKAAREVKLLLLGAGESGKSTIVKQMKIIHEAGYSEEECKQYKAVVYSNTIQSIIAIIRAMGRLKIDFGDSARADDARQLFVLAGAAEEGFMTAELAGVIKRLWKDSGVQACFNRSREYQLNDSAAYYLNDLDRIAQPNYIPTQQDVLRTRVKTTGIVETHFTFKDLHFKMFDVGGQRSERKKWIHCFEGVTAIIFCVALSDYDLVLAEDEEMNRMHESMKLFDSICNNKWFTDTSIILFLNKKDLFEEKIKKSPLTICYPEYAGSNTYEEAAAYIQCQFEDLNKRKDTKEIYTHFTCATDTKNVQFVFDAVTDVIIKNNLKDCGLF
HTT aggregate = reduces HttQ103-GFP aggregates in PC12 cells; PC12 HttQ103-GFP aggregates, Acumen cytometry, 40 h; Potency, µM (titrated, usually from 46.1 µM), without a hit: at the highest dose activity change, negative = inhibition, most hits filed as inhibitors; 220,000 tested, 1.1% active; note: % is set by controls: 0 for no effect and ±100 for the full control effect; nearly all actives have a fitted effect of over 60% in size
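Aggregates are detected as GFP objects 1–25 µm with signal 6 STDEV over background in lysates of induced PC12 cells. These carry Huntingtin exon 1 with 103 glutamines fused to GFP under an ecdysone promoter; compounds titrated.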
aGlu spleen mod = inhibitors or activators of human alpha-glucosidase in spleen homogenate. human spleen homogenate, 4-MU-alpha-glucoside fluorescence. Potency, µM (top dose mostly 79.9 µM), without a hit: top-dose activity change, negative = inhibition, usual class: inhibitors. 240,000 tested, 0.006% active. AID 2112;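 note: 0% = enzyme with vehicle and -100% = no enzyme basal signal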
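Human spleen homogenate (1 ug) incubated with compounds and 1 mM 4-methylumbelliferyl-alpha-D-glucopyranoside in pH 5.0 citrate/phosphate buffer, 37 C, 40 min. Stopped at pH 10; 4-MU fluorescence (Ex 365/Em 440 nm); AC50 by Hill fit.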
IMPase Li cell = cell-permeable IMPase inhibitors with lithium potentiation; CHO-M1 cells, IP1 TR-FRET (IP-One), carbachol + lithium; Potency, µM (titrated, usually from 59.4 µM), for inactives: at the highest dose activity, negative = IMPase inhibition, most hits filed as inhibitors; 210,000 tested, 0.35% active;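 note: IP1 builds up when IMPase is blocked and the TR-FRET signal falls; plate controls were basal vehicle for no effect and high inhibitor control for full effect; nearly all actives have a fitted effect of over 50% in size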
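IP1 accumulation measured by competitive TR-FRET in lysed CHO-M1 cells after 30 min compound exposure at 37C, with a small lithium addition to potentiate weak responses. Hill-equation AC50 from ratio and donor-channel data.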
GAA inhib = blocks human lysosomal alpha-glucosidase; 200,000 tested, 0.005% active; purified human GAA, 4-MU-alpha-glucoside fluorescence; Potency, µM (top dose mostly 76.9 µM), for the others: top-dose activity change, negative = inhibition, most hits filed as inhibitors;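 note: plate controls were uninhibited enzyme wells for no effect and no-enzyme background for full effect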
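AC50 values come from Hill fits of compound titrations (up to 77 uM) against 4 nM human enzyme. Substrate 4-methylumbelliferyl-alpha-D-pyranoside at 400 uM, pH 5.0 citrate buffer, 20 min room temperature; fluorescence Ex 365/Em 440 after alkaline stop.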
GAA glycogen mod = alters human alpha-glucosidase cleavage of glycogen. Potency, µM (highest dose often 76.4 µM), for the others: at the highest dose activity change, negative = inhibition, hits mostly inhibitors. 300,000 tested, 0.38% active. AID 2100. recombinant GAA, glycogen substrate, Amplex Red glucose oxidase fluorescence;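 note: 0% = full enzyme reaction and -100% = no-enzyme basal signal; the screen sought inhibitors and activators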
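Recombinant human alpha-glucosidase (4 nM final) hydrolysed bovine liver glycogen (30 ug) for 40 min at 37 C in pH 5.0 citrate/phosphate with 0.01% Tween-20. Released glucose detected by glucose oxidase/Amplex Red, Ex 573/Em 610 nm. Compounds up to 77 uM; AC50 from Hill fits.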
HTT ATP protect = cytoprotection in Huntington HTT-Q103 PC12 cell model; PC12 HTT-Q103 induced, cytoprotection, ATP luminescence, 40 h; Potency, µM (top dose mostly 56.4 µM), inactives show cytoprotection (ATP increase), most hits filed as activators; 230,000 tested, 0.14% active; AID 1471;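 note: % of control where 0% means no effect; nearly all actives have a fitted effect of over 45% in size; toxic huntingtin expression switched on by the ecdysone agonist tebufenozide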
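Cells were plated at 1500 per well in phenol red-free DMEM with 5% equine and 5% calf serum. Tebufenozide (100 nM final) and compounds were added, then ATPlite reagent, and luminescence was read.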
* hit, by the source's call; ? = inconclusive; / = not tested or not shown; & = joins results of further samples; [ ] = another dose, or the depositor's remark. Unless noted, calls come from the whole dose curve; as a rule, active = well fitted curve in the direction sought with a large enough effect; inconclusive = small, poorly fitted or top-dose-only effect, or another doubt; inactive = no such curve, though single readings can be large; an effect the other way counts as inactive or inconclusive. Potency is the fitted concentration of half-maximal effect. These rows are one share of the data; count on the stated rates, not on these rows.

SMILES	GoLoco inh red	HTT aggregate	aGlu spleen mod	IMPase Li cell	GAA inhib	GAA glycogen mod	HTT ATP protect
CCOc1cc(CNCc2cccs2)ccc1OCC(=O)NC(C)(C)C	2%	-11%	9%	18%	-12%	18%	-5%[10 µM]
Fc1ccc(NCc2nnc(SCc3nnc(-c4ccccc4)o3)n2CC2CCCO2)cc1 (stereo not drawn)	8%	1%	0%	16%[38.3 µM]	0%	-10%	-2%
Cc1ccc(/C(O)=C2\C(=O)C(=O)N(CC(C)O)C2c2cccc(F)c2)cc1 (stereo not drawn)	6%	-18%	-3%	?	-12%	-1%	21%[10 µM]
CCOC(=O)N1CCN(C(=O)COc2ccc3c(c2)C(=O)CC(C)(C)O3)CC1	4%	-4%	10%	-11%	?	6%	-33%[inhibitor]
O=C(NCc1ccco1)[C@@H]1CSC2c3ccccc3C(=O)N21 (stereo partly drawn)	-6%	5%	-13%	18%[38.3 µM]	-3%	-20%	7%
CCOC(=O)C1CCN(C(=O)CCS(=O)(=O)c2ccc3c(c2)CCN3C(C)=O)CC1	3%	23%	-1%	16%[38.3 µM]	0%	-10%	?
O=C(COC(=O)C12CC3CC(CC(C3)C1)C2)Nc1ncc(Cl)cc1Cl	21%	-2%	-6%	24%[38.3 µM]	0%	0%	8%
Nc1nc(SCC(=O)Nc2ccc(Br)cc2F)n[nH]1	3%	-25%	0%	18%[38.3 µM]	-8%	6%	-1%
Cc1ccc(C(C(=O)NC2CCCCC2)N(CC2CCCO2)C(=O)CNC(=O)c2cccs2)cc1 (stereo not drawn)	2%	0%	-6%	6%[38.3 µM]	-3%	15%	10%
O=c1c(Cc2ccc(Cl)cc2Cl)c(O)ccn1Cc1ccc(Cl)cc1	-12%	20µM*	-4%	14%	-1%	-2%	-4%[10 µM]
O=C(Cn1ncc2c(=O)oc3ccccc3c21)NCCc1ccsc1	-3%	-13%	-2%	28%[38.3 µM]	?	2%	-8%[10 µM]
CCCCc1ccc(-c2csc(/C(C#N)=C\c3ccc(C)o3)n2)cc1	21%	7%	4%	16%[38.3 µM]	-13%	-7%	-11%
CCOC(=O)NC(=O)C(=CNc1cccc(C)c1)C(=O)NC(=O)OCC	-1%	15%	-10%	2%	?	3%	14%[10 µM]
COC(=O)COC(=O)c1ccc(O)cc1	-1%	27%	-3%	2%[38.3 µM]	-1%	7%	-13%
Cc1ccc2nc(NC(=O)CCNS(=O)(=O)c3ccc(Br)s3)sc2c1	5%	?	1%	21%[38.3 µM]	-1%	-17%	-16%
Cc1cc(C)nc(-n2nc(C)c3c(C(F)F)cc(C)nc32)n1	8%	-4%	9%	-8%[38.3 µM]	4%	0%	-7%[10 µM]
O=C(COc1ccccc1)N1CCN(c2ncnc3c2cnn3-c2ccccc2)CC1	14%	?	-10%	23%[38.3 µM]	-13%	4%	13%[10 µM]
COc1cc(OC)cc(-c2cc3nc4c(c(N5CCN(c6ncccn6)CC5)n3n2)CCCC4)c1	3%	-9%	3%	10%[38.3 µM]	1%	-2%	-24%[10 µM]
c1ccc2nc3ccccc3cc2c1	2%	/	4%	11%	/	/	-28%
CC(=O)N1CCCc2cc(S(=O)(=O)CCC(=O)N3CCN(c4cccc(C)c4)C(C)C3)ccc21 (stereo not drawn)	1%	-11%	-5%	27%[38.3 µM]	6%	21%	6%
NC(=O)CSc1ccc(Br)cc1	7%	4%	-15%	2%[38.3 µM]	-11%	-1%	2%
CN(C)c1nc(NCc2ccccc2)nc(Oc2ccc(=O)[nH]n2)n1	0%	4%	11%	38%[activator][38.3 µM]	4%	-1%	0%
O=C(Nc1ccccc1OC(F)F)c1oc2ccccc2c1COc1ccccc1	-1%	-1%	-17%	-4%	-2%	-5%	-7%[1.9 µM]
Cc1c(C(=O)O)oc2ccc(S(=O)(=O)N3CCCCC3C(=O)O)cc12 (stereo not drawn)	-8%	15%	0%	-14%[38.3 µM]	-2%	-6%	-12%
CC(C)COn1c(=S)[nH]c2ccccc2c1=O	-1%	-6%	6%	-4%[38.3 µM]	-7%	-4%	-27%

2 entries drawn at random from the list so far:
SMILES	GoLoco inh red	HTT aggregate	aGlu spleen mod	IMPase Li cell	GAA inhib	GAA glycogen mod	HTT ATP protect
COc1cc(OC)cc(-c2cc3nc4c(c(N5CCN(c6ncccn6)CC5)n3n2)CCCC4)c1	3%	-9%	3%	10%[38.3 µM]	1%	-2%	-24%[10 µM]
O=C(COC(=O)C12CC3CC(CC(C3)C1)C2)Nc1ncc(Cl)cc1Cl	21%	-2%	-6%	24%[38.3 µM]	0%	0%	8%

Other records:
SMILES	GoLoco inh red	HTT aggregate	aGlu spleen mod	IMPase Li cell	GAA inhib	GAA glycogen mod	HTT ATP protect
O=C(NC(=S)NN1CCCCC1c1cccnc1)c1ccc(Cl)cc1Cl (stereo not drawn)	5%	-6%[9.22 µM]	1%	/	-3%	-16%	5%[10 µM]
Cc1ccc(C(=O)NCC(=O)N2CCN(c3ncccn3)CC2)s1	-11%	-3%	-2%	6%[38.3 µM]	1%	8%	4%
NCC(=O)Nc1ccccc1	3%[14.2 µM]	/	/	-2%	/	/	-8%[10 µM]
CCC(C)OC(=O)C1C(c2ccccc2)C(C(=O)O)C1c1ccccc1 (stereo not drawn)	2%	8%	4%	16%[38.3 µM]	1%	5%	10%
CCOC(=O)/C=c1\sc2n(c1=O)CCN=2	0%	-5%	-17%	-3%[38.3 µM]	-3%	4%	-3%
COc1cccc(NC(=S)Nc2cc(C(=O)O)ccc2N2CC3CC(C2)c2cccc(=O)n2C3)c1 (stereo not drawn)	-3%	-8%	-10%	2%	4%	3%	6%
O=C1CCCC(O)=C1C=Nc1ccc(O)cc1	0%	?	-1%	-13%[38.3 µM]	-2%	-9%	-17%
CCCCCC/C(C=O)=C\c1ccccc1	8%	/	5%	-13%	/	/	-5%
CC1C/C(=N/Nc2ccc([N+](=O)[O-])cc2[N+](=O)[O-])CC(C)(C)C1 (stereo not drawn)	-1%	-13%	-9%	11%	-5%	2%	-4%[10 µM]
Cc1nn(C)c(C(=O)N/N=C/c2ccccc2)c1[N+](=O)[O-]	6%	3%	-5%	1%[38.3 µM]	0%	-13%	2%
COc1ccccc1CN=C1Nc2ccccc2CS1	-5%	-13%	-6%	-1%	-5%	11%	-24%[10 µM]
Cc1nnsc1C(=O)NNC(=O)Nc1ccccc1	5%	-2%	-30%	-1%	-7%	?	/
COc1ccc(CNC(=S)Nc2cc(C)ccc2C)cc1	1%	5%	-5%	20%[38.3 µM]	-13%	-1%	22%
COCCNC(=O)CCCn1c(=O)c2ccccc2n(CC(=O)NCCC2=CCCCC2)c1=O	7%	-6%	9%	18%[38.3 µM]	-3%	0%	-2%
O=C(CSc1nc2ccccc2o1)Nc1ccccc1N1CCCCCC1	-41%	-7%	-3%	3%[38.3 µM]	3%	?	-23%
CSc1nc(C)cc(OCCO)n1	-29%	8%	8%	35%[38.3 µM]	4%	/	6%
CCN(c1cccc(C)c1)S(=O)(=O)c1ccc2c3c(cccc13)C(=O)N2	6%	?	-10%	18%	-11%	-17%	-15%[1.9 µM]
CCOC(=O)c1ccc(-n2c(CN3CCN(CC)CC3)nc3ccc([N+](=O)[O-])cc3c2=O)cc1	6%	10%	-1%	8%	-15%	29%	12%
CCOC(=O)C(CCCOc1ccc(C)cc1)C(=O)OCC	9%	15%[9.22 µM]	-2%	33%[activator][38.3 µM]	0%	-9%	26%
COc1cccc(-c2c(C#N)c(SC)nc3cc(C)nn23)c1	3%	-2%[9.22 µM]	3%	/	/	8%	-3%[10 µM]
O=C1CCCc2nn(-c3ccccc3)nc21	3%	?	-8%	3%	-1%	3%	4%[10 µM]
C=C(C)C(=O)N1CC2(CC(c3cccc(NC(=O)CCCCC)c3)=NO2)C[C@H]1C(N)=O (stereo partly drawn)	6%	-33%[9.22 µM]	3%	/	/	1%	15%[10 µM]
O=C1c2ccccc2S(=O)(=O)N1CCCCN1CCN(c2ncccn2)CC1	2%	9%	8%	17%	/	/	24%
CN1CCCN(Cc2nc(-c3ccc(Cl)cc3)no2)CC1	1%	-1%	-7%	6%	3%	-4%	-35%
CC(C)C(=O)NC(=S)Nc1ccc(S(=O)(=O)Nc2nccs2)cc1	0%	/	5%	4%	6%	-9%	/

Further compounds.
SMILES	GoLoco inh red	HTT aggregate	aGlu spleen mod	IMPase Li cell	GAA inhib	GAA glycogen mod	HTT ATP protect
CC(NC(=O)COc1ccccc1-c1ccccc1)c1ccccc1 (stereo not drawn)	-5%	?	-5%	11%	-30%	-1%	-46%[inhibitor][10 µM]
Nc1n[nH]c2cc(=O)n(-c3ccc(Cl)cc3)nc12	17%	27%	-1%	-3%	2%	-24%	11%
COC(=O)c1ccc(NC(=O)c2cccc(Cl)c2)o1	11%	11%	-10%	-11%[38.3 µM]	-21%	-8%	12%
O=C1c2ccccc2C(=O)N1CCSC(=S)N1CCOCC1	9%	9%	8%	6%[38.3 µM]	13%	3%	-12%
CCC(=O)Nc1ccc(S(=O)(=O)Nc2ccccn2)cc1	4%	/	-4%	-12%	?	9%	/
COc1ccc(N2CCN(C(=O)CCNC(=O)c3ccc(C(C)(C)C)cc3)CC2)cc1	6%	-2%	-1%	3%	1%	0%	-13%
COC(=O)[C@@H]1C[C@@]2(O)[C@@H](O)[C@@H](O)[C@@H](O)C[C@H]2N1C/C=C/c1ccccc1	-3%&-8%	?	-4%&-1%	0%	/	2%	-2%
CNc1ncc(C(=O)c2ccc(-c3ccccc3)cc2)s1	-1%	-11%[9.22 µM]	-4%	/	/	-9%	1%[10 µM]
COC(=O)C1CCN(C(=O)COC(=O)CC(NC(N)=O)c2ccc(Cl)cc2)CC1 (stereo not drawn)	0%	1%[9.22 µM]	0%	-8%[38.3 µM]	-4%	0%	6%
Cc1ccc(CSCC(=O)NCc2cccs2)cc1	5%	5%	-3%	-4%	2%	-6%	-29%
CCc1c(C)sc(NC(=O)C2CCCCC2C(=O)O)c1C(N)=O (stereo not drawn)	-10%	-2%	-9%	2%[38.3 µM]	-2%	-6%	-23%

Only HTT ATP protect, for some of the entries so far:
SMILES	HTT ATP protect
COC(=O)C1CCN(C(=O)COC(=O)CC(NC(N)=O)c2ccc(Cl)cc2)CC1 (stereo not drawn)	6%
COC(=O)[C@@H]1C[C@@]2(O)[C@@H](O)[C@@H](O)[C@@H](O)C[C@H]2N1C/C=C/c1ccccc1	-2%
COc1ccc(N2CCN(C(=O)CCNC(=O)c3ccc(C(C)(C)C)cc3)CC2)cc1	-13%
CC(NC(=O)COc1ccccc1-c1ccccc1)c1ccccc1 (stereo not drawn)	-46%[inhibitor][10 µM]
Cc1ccc(CSCC(=O)NCc2cccs2)cc1	-29%
